Bioassay records deposited in PubChem by The Scripps Research Institute Molecular Screening Center.
PLC-beta3 inh = blocks human PLC-beta3 enzyme activity; Q01970; Purified PLC-beta3, fluorogenic substrate, fluorescence; inhibition, % at 12.2 µM; hit rate 0.18% among 370,000; AID 720704; in the data active = inhibition above about 11%;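 also: 0% = median of compound wells on plate and 100% = full blocker control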
PLCg1 inh = inhibitors of human phospholipase C gamma1; P19174; purified PLC-gamma1, fluorogenic substrate, fluorescence; hit rate 0.84% among 370,000; inhibition, % at 12.2 µM; in the data active = inhibition above about 9.5%
Target sequence (P19174 whole entry, looked up): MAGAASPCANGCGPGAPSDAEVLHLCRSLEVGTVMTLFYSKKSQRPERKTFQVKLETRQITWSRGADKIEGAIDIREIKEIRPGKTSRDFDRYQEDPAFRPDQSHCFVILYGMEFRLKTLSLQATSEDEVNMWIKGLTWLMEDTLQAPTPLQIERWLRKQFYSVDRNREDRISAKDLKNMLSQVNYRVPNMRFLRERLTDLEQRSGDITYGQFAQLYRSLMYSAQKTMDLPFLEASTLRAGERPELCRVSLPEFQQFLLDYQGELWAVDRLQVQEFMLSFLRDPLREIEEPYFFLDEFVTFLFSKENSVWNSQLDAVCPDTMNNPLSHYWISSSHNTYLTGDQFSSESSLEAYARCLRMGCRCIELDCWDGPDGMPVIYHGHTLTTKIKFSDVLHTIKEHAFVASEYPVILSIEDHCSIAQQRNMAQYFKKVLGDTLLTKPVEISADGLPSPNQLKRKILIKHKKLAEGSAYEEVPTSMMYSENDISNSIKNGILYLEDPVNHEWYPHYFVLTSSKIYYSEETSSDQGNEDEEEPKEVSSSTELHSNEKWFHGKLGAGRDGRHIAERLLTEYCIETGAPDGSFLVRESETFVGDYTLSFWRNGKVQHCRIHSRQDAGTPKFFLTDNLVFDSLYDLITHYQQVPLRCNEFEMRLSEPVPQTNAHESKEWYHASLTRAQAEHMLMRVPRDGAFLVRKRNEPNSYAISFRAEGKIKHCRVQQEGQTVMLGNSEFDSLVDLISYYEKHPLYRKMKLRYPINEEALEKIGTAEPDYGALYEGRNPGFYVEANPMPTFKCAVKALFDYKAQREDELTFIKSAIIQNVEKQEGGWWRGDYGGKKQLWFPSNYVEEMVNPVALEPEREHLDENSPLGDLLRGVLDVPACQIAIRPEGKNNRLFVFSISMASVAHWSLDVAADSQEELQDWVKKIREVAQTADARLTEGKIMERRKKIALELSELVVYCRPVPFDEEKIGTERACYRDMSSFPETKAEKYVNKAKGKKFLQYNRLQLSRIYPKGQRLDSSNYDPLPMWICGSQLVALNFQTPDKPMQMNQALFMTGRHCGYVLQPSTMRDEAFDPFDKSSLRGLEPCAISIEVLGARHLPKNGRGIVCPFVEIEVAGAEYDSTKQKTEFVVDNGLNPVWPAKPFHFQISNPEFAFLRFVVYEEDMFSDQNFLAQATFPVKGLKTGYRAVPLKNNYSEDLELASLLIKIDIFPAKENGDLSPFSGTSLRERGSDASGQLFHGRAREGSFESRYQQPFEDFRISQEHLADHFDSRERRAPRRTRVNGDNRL
ADAM17 inh = inhibitors of human ADAM17. P78536. recombinant ADAM17, EDANS/DABCYL FRET peptide cleavage. inhibition, % at 6.95 µM. hit rate 0.83% among 370,000. AID 720648;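 active = inhibition above the mean of compounds lying between control limits plus 3 SD, set per campaign, cut at about 8.5% in these data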;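 also: 0% = DMSO-only wells as the low control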
sPLA2-III inh = Inhibits HGIII-sPLA2 liposome hydrolysis, primary screen; Q9NZ20; QFRET BODIPY PC-A2 liposome hydrolysis, fluorescence; inhibition, % at 12.2 µM; hit rate 0.56% among 370,000; AID 743126;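 active = inhibition above mean plus 3 SD of compounds lying within the high and low control bounds, cut at about 19% in these data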;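 also: 0% = median of test compound wells and 100% = no enzyme DMSO wells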
DAX1 inh-1 = inhibitors of human orphan nuclear receptor DAX1 (NR0B1); P51843; HEK293 Gal4-DAX1 luciferase reporter, luminescence; inhibition, % at 6.75 µM; hit rate 0.99% among 340,000; AID 504766;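 active = inhibition above the mean over all tested compounds plus 3 SD, cut at about 4.2% in these data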;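 also: 0% = DAX1-transfected cells with DMSO and 100% = empty-vector control cells with DMSO; inhibition shows as a rise in luminescence from relieved DAX1 repression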
FXN GAA850 act = frataxin GAA850 promoter activation; HEK293 lucGAA850 FXN promoter luciferase reporter, 24 h; percent of 10 µM SAHA response; activation, % at 6 µM; hit rate 0.56% among 360,000; AID 540364;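 active = activation above the average of all compounds screened plus 3 SD, cutoff fixed separately per campaign, cut at about 7.5% in these data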;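 also: 0% = DMSO wells and 100% = 10 µM SAHA wells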
ADAM10 inh = ADAM10 inhibition, QFRET primary screen | recombinant ADAM10, EDANS/DABCYL FRET peptide cleavage, 3 h | hit rate 0.62% among 370,000 | AID 720582 | inhibition, % at 7 µM;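 active = inhibition above a per-campaign cutoff equal to the mean of compounds falling between control-based bounds plus 3 SD, cut at about 20% in these data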;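 also: 0% = DMSO wells while the 100% control is not disclosed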
hgDAF12 agonist = activates the H. glycines DAF-12 receptor ligand-binding domain. HEK293 GAL4-hgDAF12 UAS-luciferase reporter, agonist luminescence; normalized to butyrate control. activation, % at 6.8 µM. hit rate 1.8% among 370,000. AID 687014;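 active = activation above a cutoff set at the mean of all screened compounds plus 3 SD, cut at about 10% in these data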;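 also: 0% = DMSO wells and 100% = sodium butyrate wells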
hcDAF-12 act = activates DAF-12 receptor from parasite H. contortus | HEK293 hcDAF-12 lit1-tk-luc reporter, luminescence; 0% DMSO, 100% Δ7-dafachronic acid | AID 652067 | activation, % at 6.8 µM | hit rate 1.4% among 370,000;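 active = activation above the mean of all tested compounds plus 3 SD, cut at about 5.5% in these data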;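 also: 100% = response to 3 µM Δ7-dafachronic acid high control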
DAX1 inh-2 = blocks DAX1 repression of SF-1 activated StAR promoter. HEK293T StAR-luciferase reporter, SF-1/DAX-1 repression relief. inhibition, % at 6.8 µM. hit rate 1.1% among 370,000. AID 652010;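 active = inhibition above the mean over all tested compounds plus 3 SD, cut at about 3.6% in these data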;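 also: 0% = DAX-1 cells with DMSO and 100% = cells lacking DAX-1 with DMSO; higher inhibition means more luminescence from relief of DAX-1 repression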
ssDAF12 agonist = activates DAF-12 receptor from parasite S. stercoralis; HEK293 ssDAF-12/GRIP1 lit1-tk-luc reporter, luminescence; % of 3 µM dafachronic acid response; activation, % at 6.8 µM; hit rate 1% among 370,000;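 active = activation above the mean over all tested compounds plus 3 SD, cut at about 0.9% in these data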;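 also: 0% = DMSO-only wells and 100% = 3 µM delta7-dafachronic acid wells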
An asterisk follows results filed as active; i = inactive; / = not tested or not shown; & = joins results of further samples.

SMILES	PLC-beta3 inh	PLCg1 inh	ADAM17 inh	sPLA2-III inh	DAX1 inh-1	FXN GAA850 act	ADAM10 inh	hgDAF12 agonist	hcDAF-12 act	DAX1 inh-2	ssDAF12 agonist
Cc1cc(/C=C2\C(=O)NC(=O)N(Cc3ccco3)C2=O)c(C)n1-c1ccc(C(=O)O)cc1	-19	-8	-2	-6	2.3	0.3	-4	0.4	-1.5	0.9	-1.6
O=C(c1cc(S(=O)(=O)N2CCC3(CC2)OCCO3)ccc1F)N1CCC2(CC1)OCCO2	-4	-1	3	1	-1.2	-1.1	1	-0.1	-0.6	0.0	-1.6
CN1CC(C(=O)c2cccc(C(F)(F)F)c2)C(c2ccc(Cl)cc2)C1 (centres undefined)	7	1	-4	-7	-0.4	-1.4	0	3.4	-1.0	-0.3	-0.8
CCC(CC)NC1CCCCC1OC (centres undefined)	2	0	-2	0	0.6	0.1	0	1.1	-0.2	0.3	-1.2
CC(=O)Nc1ccc(S(=O)(=O)N2Cc3cnnn3-c3ccccc3C2C#N)cc1 (centres undefined)	-3	1	-3	16	-0.6	-1.8	-7	2.1	0.5	3.7*	-1.4
COc1ccc(-c2nn(CCC#N)cc2C(=O)Nc2cccc([N+](=O)[O-])c2)cc1OC	-9	-2	-3	1	1.7	3.8	-3	-0.7	-1.4	-0.5	-1.8
O=C(C[N+]12CCC(CC1)C(O)C2)c1ccc(Br)cc1 (centres undefined)	-6	0	-3	2	1.1	3.5	-5	-2.5	1.2	-0.6	-1.0
O=C1C2CCCN2C(c2ccncc2)N1c1ccc(Cl)c(Cl)c1 (centres undefined)	2	0	-5	0	0.6	0.2	-5	1.3	-2.1	0.1	-1.2
O=C(c1ccc(Cl)cc1)C1CCCN(Cc2ccc3nonc3c2)C1 (centres undefined)	-3	2	1	-2	-2.0	2.6	6	1.7	0.4	0.0	-1.4
CCOC(=O)C1=C(C)OC(N)=C(C(=O)OCC)[C@@]12C(=O)N(CC(N)=O)c1ccccc12	-2	1	-5	10	1.6	0.3	-4	1.4	-1.2	-0.3	-1.2
O=C(c1ccccc1F)c1cn(Cc2ccc(F)cc2)c2ccccc12	-13	-9	1	-3	-0.5	1.6	1	-0.7	-2.2	-0.9	-1.3
C[C@]12CC[C@H](OC(=O)CCC(=O)O)CC1=CCC1C2CC[C@@]2(C)C1CC[C@@H]2OC(=O)CCC(=O)O (some centres undefined)	2	3	0	9	0.6	-0.8	-3	-0.7	1.2	1.8	-0.3
COc1ccc(Cn2c(O)c(C=Nc3c(C)n(C)n(-c4ccccc4)c3=O)c(=O)[nH]c2=O)cc1	-9	-11	-1	-6	0.5	0.4	-4	-2.6	-0.4	-0.4	-0.9
Cc1cc(OC(=O)N(C)C)nc(-c2ccc(C)c(Cl)c2)n1	-2	2	-4	1	1.0	2.5	-11	1.2	-0.4	0.4	-0.6
OC(CNCCc1c[nH]c2ccccc12)c1ccccc1 (centres undefined)	2	-2	-2	0	-0.1	1.2	-3	0.5	0.6	-0.5	-0.8
O=Cc1cn(Cc2ccc([N+](=O)[O-])cc2)c2ccccc12	-8	-4	-2	11	-0.1	1.2	-1	0.1	1.0	-2.1	-0.4
CCn1cc(CN2CCCC(C(=O)c3cccc(C(F)(F)F)c3)C2)cn1 (centres undefined)	6	4	3	-6	/	0.8	-3	0.1	-0.8	1.0	-0.8
C=CCN1C(=O)/C(=C/c2ccc(Br)s2)C(=O)NC1=S	-10	-4	-4	3	-0.7	1.8	-1	0.2	-2.3	-0.5	-1.6
CC1OC(OC2C=C3CCC4C(CCC5(C)C(c6ccc(=O)oc6)CCC45O)C3(C)CC2)C(O)C(OC2OC(CO)C(O)C(O)C2O)C1O (centres undefined)	-8	1	-3	-6	-6.3	-15	-11	-14	-5.1	-9.5	-3.0
CN1CCN(c2cc([N+](=O)[O-])ccc2Cl)CC1	-3	-3	-6	1	0.5	2.4	-4	-0.2	-2.0	0.1	-1.0
CN1CCc2c(C#N)c(Cl)nc(Cl)c2C1	-224	-186	-263	-1	1.5	0.7	i	-0.7	-2.1	-0.2	-1.8
CCCC1=C(C(=O)OCC)C2(C(=O)Nc3ccccc32)C(C#N)=C(N)O1 (centres undefined)	-3	-5	-4	-6	0.5	2.5	-6	-0.3	0.1	-0.6	-1.4
COc1ccc(CCn2c(O)c(C=NCCCO)c(=O)[nH]c2=O)cc1OC	-6	-7	-14	7	-0.8	0.9	-41	-1.1	0.2	0.2	-1.2
CC(=O)N1CN(C(C)=O)CN(C(C)=O)C1	6	3	1	3	1.0	0.3	2	-0.4	-1.5	0.4	-1.6
COc1cc(CN2CCN(C(=O)COc3ccccc3)CC2)cc(OC)c1OC	4	2	1	2	-0.4	-3.0	6	-1.2	-0.1	0.7	-1.1
COc1cc(CNCCc2ccc3c(c2)OCO3)ccc1O	-10	-2	2	-5	0.0	0.7	2	2.0	-0.6	0.1	-1.2
CCOP(=O)(OCC)/C(C#N)=C/c1ccc(Br)cc1	-3	9	7	14	-0.7	2.1	7	1.3	2.4	0.1	-0.8
COc1ccc(CCn2c(O)c(C=NCCN3CCCCC3)c(=O)[nH]c2=O)cc1OC	3	-3	-3	-1	-0.3	-1.3	-6	-0.8	-0.6	-0.6	-1.1
Cc1ccc(OC(=O)N(C)C[C@@H]2OCc3ccccc3-c3c(n(C)c4ccccc34)C(=O)N([C@H](C)CO)C[C@H]2C)cc1	0	-3	5	-32	/	/	12	0.6	-1.3	-0.4	-1.2
CN1CCN(c2ncnc(Cl)c2N)CC1	-5	0	-4	3	0.2	0.0	-2	2.4	-0.5	0.4	-0.9

5 entries from above in another layout.
mol | PLC-beta3 inh | PLCg1 inh | ADAM17 inh | sPLA2-III inh | DAX1 inh-1 | FXN GAA850 act | ADAM10 inh | hgDAF12 agonist | hcDAF-12 act | DAX1 inh-2 | ssDAF12 agonist
COc1cc(CNCCc2ccc3c(c2)OCO3)ccc1O | -10 | -2 | 2 | -5 | 0.0 | 0.7 | 2 | 2.0 | -0.6 | 0.1 | -1.2
CCOP(=O)(OCC)/C(C#N)=C/c1ccc(Br)cc1 | -3 | 9 | 7 | 14 | -0.7 | 2.1 | 7 | 1.3 | 2.4 | 0.1 | -0.8
COc1ccc(CCn2c(O)c(C=NCCN3CCCCC3)c(=O)[nH]c2=O)cc1OC | 3 | -3 | -3 | -1 | -0.3 | -1.3 | -6 | -0.8 | -0.6 | -0.6 | -1.1
Cc1ccc(OC(=O)N(C)C[C@@H]2OCc3ccccc3-c3c(n(C)c4ccccc34)C(=O)N([C@H](C)CO)C[C@H]2C)cc1 | 0 | -3 | 5 | -32 | / | / | 12 | 0.6 | -1.3 | -0.4 | -1.2
CN1CCN(c2ncnc(Cl)c2N)CC1 | -5 | 0 | -4 | 3 | 0.2 | 0.0 | -2 | 2.4 | -0.5 | 0.4 | -0.9

Next part.
SMILES	PLC-beta3 inh	PLCg1 inh	ADAM17 inh	sPLA2-III inh	DAX1 inh-1	FXN GAA850 act	ADAM10 inh	hgDAF12 agonist	hcDAF-12 act	DAX1 inh-2	ssDAF12 agonist
CCOC(=O)c1sc(/N=C/c2c(O)n(-c3cccc(C)c3)c(=O)[nH]c2=O)c(C#N)c1C	-5	-3	0	4	-0.8	4.7	-1	-0.9	-3.9	0.2	-0.6
COP(=O)(OC)/C(C=O)=N/Nc1ccc([N+](=O)[O-])cc1	-10	-7	2	2	1.5	0.6	10	-2.4	-0.4	0.2	-0.7
Cc1nc2nc(SCC(=O)N3CCC4(CC3)OCCO4)nn2c(C)c1Cc1ccccc1	-5	-2	-4	1	0.9	-0.4	-3	1.6	0.0	-0.1	-1.1
N=Cc1c(O)n(-c2ccc(C34CC5CC(CC(C5)C3)C4)cc2)c(=O)[nH]c1=O	1	-3	1	1	-1.6	-1.2	-1	-4.2	-2.0	-0.8	-1.7
O=c1[nH]c(N2CCN(Cc3ccc4c(c3)OCO4)CC2)nc2c1CCC2	2	0	-1	1	0.6	1.4	11	0.3	-0.1	0.2	-1.1
CN1C(=O)C(=Cc2coc3ccccc3c2=O)C(=O)N(C)C1=O	-54	-35	-4	-2	2.2	2.7	-7	0.2	2.2	-0.4	-0.6
COc1ccc(CCNCc2ccccc2F)cc1OC	1	0	0	-3	1.8	-0.9	-8	0.5	-1.3	0.4	-0.8
CC12CN3CC(C)(CN(C1)C3c1cccs1)C2O (centres undefined)	3	1	-3	1	0.2	1.5	-2	-0.2	-0.9	1.0	-1.6
CCN(CCCl)Cc1ccccc1Br	2	2	-1	3	0.6	-0.5	5	-0.3	3.0	0.4	-1.7
COc1nc(NCC2CCCO2)nc(N2CC3CC(C2)c2cccc(=O)n2C3)n1 (centres undefined)	-7	-1	-4	8	0.8	2.2	-13	-1.4	-1.0	0.7	-1.2
COc1ccc(C(c2nnnn2-c2ccc(OC)cc2)N2CCC3(CC2)C(=O)NCN3c2ccccc2)cc1 (centres undefined)	0	-2	3	-10	/	/	8	-2.2	-3.0	0.1	-0.9
CCn1c(O)c(/C=N/N2CCOCC2)c(=O)n(CC)c1=S	-3	-8	3	-2	-0.3	0.9	6	-2.5	-0.5	0.0	-1.8
Cn1c(O)c(C(=O)c2ccccc2F)c(=O)n(C)c1=O	0	4	-3	-5	-1.7	-1.8	-7	0.8	-0.6	0.5	-0.6
CC(NC(=O)OCc1ccccc1)P(=O)(Oc1ccccc1)Oc1ccccc1 (centres undefined)	0	-2	1	-12	/	/	9	-1.8	-0.7	-0.9	-1.6
CCOC(=O)N1CCC(NC(=O)CCc2nc(C3=CCN(C)CC3)no2)CC1	-5&-10	-10&-6	-10&-9	-2&-2	0.3&0.5	-1.8&1.4	-25&-16	1.3&0.1	0.2&-0.9	0.4&-0.1	-1.5&-1.5
CN1/C(=C\C=C2C(=O)NC(=S)NC2=O)C(C)(C)c2ccccc21	-2	-4	-1	-45	1.2	-4.2	-4	0.5	-1.4	0.4	-1.4
COC(=O)C1=C(c2ccc(-c3ccccc3)c(F)c2)C[C@@H]2CC[C@H]1N2C(=O)NCCOc1ccccc1Cl	0	7	17*	-10	-0.8	-6.8	28*	-2.0	-0.5	-0.3	-1.1
CC12CCC3c4ccc(OC(=O)N(CCCl)CCCl)cc4CCC3C1CCC2O (centres undefined)	2	-3	-2	-15	-1.4	-3.6	3	1.0	-1.9	-1.2	-1.4
CS(=O)(=O)N1CCC2CCNC2C1 (centres undefined)	1	-1	-6	0	/	/	-14	-2.1	-0.6	1.4	-0.1
Brc1csc(N2CCNCC2)n1	1	0	-7	12	/	/	-8	-0.8	-1.3	/	-1.4

Not all compounds are listed. The share of hits here may be higher or lower than overall.
